Rab2 wt GTP: changes GTP binding to wildtype dog Rab2A, up or down | P61105 | GST-Rab2 wt beads, Bodipy-GTP binding, flow cytometry | GTP binding activity, % at 10 µM | actives 0.19% (n = 190,000);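 active means GTP binding activity at least 20 points away from 100%, either lowered or raised; inconclusive means signal likely due to the compound's own green fluorescence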;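 further: 0% = beads with excess unlabeled GTP and 100% = no-compound control corrected for plate trend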
ABCB1 inh: blocks JC-1 efflux by human ABCB1 transporter; CCRF-Adr cells, flow cytometry; inhibition, % at 6.6 µM; actives 0.067% (n = 190,000); AID 1326; P08183; in the data active means inhibition above about 40%;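 further: 0% = vehicle and 100% = reference inhibitor; higher value means more JC-1 retained so stronger ABCB1 efflux block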
HRas wt GTP bind: human HRas wildtype GTP binding, change in either direction. P01112. GST-Ras wt beads, Bodipy-FL-GTP binding, flow cytometry; actives lie on both sides. GTP binding activity, % at 10 µM. actives 0.14% (n = 190,000);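 active means GTP binding activity at least 20% away from the 100% baseline, either lowered as inhibitor or raised as activator; inconclusive means flagged as likely green fluorescent, judged across all proteins in the well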;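 further: 0% = unlabeled GTP competition control and 100% = no-compound control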
Target sequence (P01112 whole entry, looked up): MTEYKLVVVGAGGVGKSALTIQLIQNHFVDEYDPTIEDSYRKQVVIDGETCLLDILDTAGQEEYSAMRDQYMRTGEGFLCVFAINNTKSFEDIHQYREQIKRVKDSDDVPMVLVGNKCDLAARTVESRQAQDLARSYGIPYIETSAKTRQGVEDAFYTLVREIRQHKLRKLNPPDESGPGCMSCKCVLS
Rab7 wt modul: modulators of GTP binding to dog Rab7 wildtype GTPase; GST-Rab7 beads, fluorescent GTP binding, flow cytometry; actives lie on both sides; untreated = 100%, excess cold GTP = 0%; GTP binding activity (percent of control), % at 10 µM; actives 0.055% (n = 190,000); AID 758;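 active means fluorescent GTP binding to Rab7 beads changed by at least 20 points from the 100% baseline, either direction, mostly lower; inconclusive means compound itself probably fluorescent, or too few beads counted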;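 further: median green fluorescence of bound Bodipy-FL-GTP per Rab7 bead population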
Pf gamet viab: P. falciparum stage V gametocyte viability inhibition; P. falciparum stage V gametocytes, ATP luminescence, 24 h; inhibition, % at 10.9 µM; actives 0.065% (n = 150,000); AID 743093;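 active means inhibition above the mean plus 3 SD of compounds within the control limits, set per campaign, cut at about 38% in these data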;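 further: 0% = DMSO wells and 100% = medium only without gametocytes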
Avidin bead fluor: compound fluoresces at 488/530 nm on avidin beads; compound fluorescence 488/530 nm, flow cytometry; stronger effect = higher value; fluorescence (KMESF) at 10 µM; actives 0.38% (n = 220,000); in the data active means fluorescence above about 47; further: inactives centre near 10
Rac1 wt GTP bind: human Rac1 wildtype GTP binding, inhibitors and activators; GST-Rac1 beads, fluorescent GTP binding, flow cytometry; actives lie on both sides; 0 = cold GTP competed, 100 = untreated; AID 757; actives 0.27% (n = 190,000); GTP binding activity (% of control), % at 10 µM;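 active means GTP binding activity at least 20 points away from the 100% control level, either lower or higher; inconclusive means compound flagged as likely green fluorescent, judged across all proteins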
ABCG2 block: inhibitors of human ABCG2 transporter, ABCB1 counter-screen; IgMXP3 cells, JC-1 efflux, flow cytometry; inhibition, % at 6.6 µM; actives 0.1% (n = 190,000);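 active means inhibition above 80%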;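 further: 0% = DMSO and 100% = nicardipine control wells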
Target sequence (Q9UNQ0 whole entry, looked up): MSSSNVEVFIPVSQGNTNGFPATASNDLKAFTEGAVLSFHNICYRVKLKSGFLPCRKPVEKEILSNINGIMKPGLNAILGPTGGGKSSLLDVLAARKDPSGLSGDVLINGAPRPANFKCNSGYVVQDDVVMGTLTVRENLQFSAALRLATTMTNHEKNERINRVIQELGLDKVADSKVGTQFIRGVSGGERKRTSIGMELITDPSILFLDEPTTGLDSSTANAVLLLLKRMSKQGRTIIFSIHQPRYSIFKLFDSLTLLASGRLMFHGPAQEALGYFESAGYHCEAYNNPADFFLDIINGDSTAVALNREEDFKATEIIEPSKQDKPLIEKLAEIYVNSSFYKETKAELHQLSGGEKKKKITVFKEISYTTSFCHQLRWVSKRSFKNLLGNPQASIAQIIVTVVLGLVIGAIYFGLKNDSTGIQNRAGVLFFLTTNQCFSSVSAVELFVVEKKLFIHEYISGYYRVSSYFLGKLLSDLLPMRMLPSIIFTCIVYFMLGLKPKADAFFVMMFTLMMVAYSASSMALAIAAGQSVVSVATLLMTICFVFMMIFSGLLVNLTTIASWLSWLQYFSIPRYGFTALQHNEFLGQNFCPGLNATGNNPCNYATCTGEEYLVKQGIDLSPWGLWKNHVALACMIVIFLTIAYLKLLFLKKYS
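Read-out basis: Efflux inhibition in percent versus controls | Test system: ABCG2 IgMXP3 and barcoded ABCB1 CCRF-Adr cell mix | Quantity: 3 million cells/mL in well | Schedule: 10 min at 25 °C | Control set: Nicardipine as high control, DMSO as low control | Reagent: JC-1 as fluorescent efflux pump substrate | Signal: Flow cytometry of retained JC-1 fluorescence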
Rac1 mut GTP: modulators of GTP binding to human Rac1 activated mutant | P63000 | GST-Rac1 activated beads, fluorescent GTP binding, flow cytometry; actives lie on both sides; 100% means binding = to untreated wells | percent activity (GTP binding), % at 10 µM | actives 0.11% (n = 190,000);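 active means GTP binding at least 20 percentage points away from the 100% baseline, in either direction, so actives lie on both sides; inconclusive means Compound likely fluorescent itself, or too few beads counted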
GSH bead fluor: compound fluoresces at 488/530 nm on GSH beads. actives 0.25% (n = 190,000). AID 1776. GSH beads flow cytometry, compound fluorescence 488/530 nm; stronger effect = higher value. fluorescence (KMESF) at 10 µM; in the data active means fluorescence above about 89;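 further: glutathione beads carrying GST-tagged Bcl family fusion proteins plus one bare bead set; values are compound well signal with DMSO vehicle wells as background; inactives centre near 16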
Cdc42 wt: modulators (inhibitors or activators) of GTP binding to human Cdc42 wildtype; actives 0.2% (n = 190,000); AID 761; percent activity (GTP binding), % at 10 µM; GST-Cdc42 beads, Bodipy-GTP binding, flow cytometry; actives lie on both sides; P60953;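 active means percent activity GTP binding at least 20 points away from the 100% baseline, either down as inhibitor or up as activator; inconclusive means compound flagged as likely green fluorescent from well-wide comparison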;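 further: median bead fluorescence of bound Bodipy-FL-GTP at 100 nM; 0% = excess unlabeled GTP control and 100% = no compound control; below 100% means less GTP binding so inhibitor and above means activator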
Target sequence (P60953 whole entry, looked up): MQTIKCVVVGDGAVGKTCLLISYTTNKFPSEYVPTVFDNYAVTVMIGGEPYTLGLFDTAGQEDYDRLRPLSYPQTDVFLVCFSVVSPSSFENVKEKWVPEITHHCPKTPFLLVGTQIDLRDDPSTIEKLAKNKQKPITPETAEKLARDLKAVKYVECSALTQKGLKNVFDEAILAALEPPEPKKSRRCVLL
* marks the source's active call; other numbers are inactive results; & = joins results of further samples.

For CC(CN1CCOCC1)OC(=O)C(c1ccccc1)c1ccccc1 (stereo not drawn) the results were Rab2 wt GTP 99.0, ABCB1 inh -0.2, HRas wt GTP bind 99.0, Rab7 wt modul 97.0, Pf gamet viab 7.0, Avidin bead fluor 14, Rac1 wt GTP bind 101.0, ABCG2 block 0.3, Rac1 mut GTP 96.0, GSH bead fluor 17 and Cdc42 wt 95.0.
`Cc1cc2cc(CNC(=S)NC3CCCCC3)ccc2n1C` gave Rab2 wt GTP 92.0, ABCB1 inh 0.1, HRas wt GTP bind 95.0, Rab7 wt modul 102.0, Pf gamet viab 9.9, Avidin bead fluor 25, Rac1 wt GTP bind 93.0, ABCG2 block 0.8, Rac1 mut GTP 92.0, GSH bead fluor 9 and Cdc42 wt 92.0.
For CC(=O)C1=C(c2ccccc2)OC(N)=C(C#N)C1c1ccccc1C (stereo not drawn) the results were Rab2 wt GTP 98.0, ABCB1 inh 0.3, HRas wt GTP bind 98.0, Rab7 wt modul 99.0, Pf gamet viab 14.6, Avidin bead fluor 19, Rac1 wt GTP bind 101.0, ABCG2 block 6.3, Rac1 mut GTP 98.0, GSH bead fluor 17 and Cdc42 wt 98.0.
For Cc1ccc(OCC(O)CNS(=O)(=O)c2ccccc2C(=O)N2CCCCC2)cc1 (stereo not drawn) the results were Rab2 wt GTP 98.0, ABCB1 inh 0.5, HRas wt GTP bind 98.0, Rab7 wt modul 100.0, Avidin bead fluor 38, Rac1 wt GTP bind 95.0, ABCG2 block 1.0, Rac1 mut GTP 96.0, GSH bead fluor 13 and Cdc42 wt 98.0.
For CCn1c(SCC(=O)O)nnc1-c1cccnc1 the results were Rab2 wt GTP 96.0, ABCB1 inh -0.1, HRas wt GTP bind 98.0, Rab7 wt modul 106.0, Pf gamet viab 8.0, Avidin bead fluor 10, Rac1 wt GTP bind 101.0, ABCG2 block -0.2, Rac1 mut GTP 97.0, GSH bead fluor 54 and Cdc42 wt 98.0.
CC(=O)Nc1ccc(NC(=O)C2CCN(S(=O)(=O)c3cccc4nonc34)CC2)cc1 was read as Rab2 wt GTP 99.0, ABCB1 inh 0.4, HRas wt GTP bind 104.0, Rab7 wt modul 99.0, Avidin bead fluor 16, Rac1 wt GTP bind 101.0, ABCG2 block 2.2, Rac1 mut GTP 99.0, GSH bead fluor 22 and Cdc42 wt 102.0.
`Cc1cc(C)cc(OCC(=O)OCC(=O)NCCC2=CCCCC2)c1` gave Rab2 wt GTP 97.0, ABCB1 inh -0.1, HRas wt GTP bind 98.0, Rab7 wt modul 94.0, Pf gamet viab 15.4, Avidin bead fluor 5, Rac1 wt GTP bind 100.0, ABCG2 block 1.2, Rac1 mut GTP 102.0, GSH bead fluor 18 and Cdc42 wt 94.0.
For O=C(O)CSCc1nc2ccccc2[nH]1 the results were Rab2 wt GTP 100.0, ABCB1 inh 1.2, HRas wt GTP bind 99.0, Rab7 wt modul 107.0, Avidin bead fluor 10, Rac1 wt GTP bind 101.0, ABCG2 block 1.6, Rac1 mut GTP 99.0, GSH bead fluor 11 and Cdc42 wt 102.0.
`CCCC1C2CN(C(C)=O)CC=C2C(C#N)=C(N)C1(C#N)C#N` (stereo not drawn) gave Rab2 wt GTP 101.0, ABCB1 inh -0.5, HRas wt GTP bind 102.0, Rab7 wt modul 99.0, Avidin bead fluor 17, Rac1 wt GTP bind 104.0, ABCG2 block 3.7, Rac1 mut GTP 102.0, GSH bead fluor 33 and Cdc42 wt 102.0.
`COc1cc(-c2nn3c(-c4cccnc4)nnc3s2)cc(OC)c1OC` gave Rab2 wt GTP 95.0, ABCB1 inh 0.2, HRas wt GTP bind 96.0, Rab7 wt modul 95.0, Pf gamet viab 21.7, Avidin bead fluor 39, Rac1 wt GTP bind 100.0, ABCG2 block 1.2, Rac1 mut GTP 98.0, GSH bead fluor 12 and Cdc42 wt 98.0.
Screening COc1ccc(-c2nc3ccccc3n2Cc2ccc(C)cc2)cc1 returned Rab2 wt GTP 96.0, ABCB1 inh 8.2, HRas wt GTP bind 99.0, Rab7 wt modul 99.0, Rac1 wt GTP bind 105.0, ABCG2 block 21.5, Rac1 mut GTP 97.0, GSH bead fluor 41 and Cdc42 wt 97.0.
For CSc1nc(N)nc(SCC(=O)C(C)(C)C)c1C#N the results were Rab2 wt GTP 99.0, ABCB1 inh 0.5, HRas wt GTP bind 101.0, Rab7 wt modul 98.0, Pf gamet viab 0.3, Avidin bead fluor 18, Rac1 wt GTP bind 101.0, ABCG2 block 2.4, Rac1 mut GTP 99.0, GSH bead fluor 11 and Cdc42 wt 104.0.
`CCCCCC(=O)NNC1=NCC(Cc2ccccc2)S1` (stereo not drawn) gave Rab2 wt GTP 99.0, ABCB1 inh 0.0, HRas wt GTP bind 98.0, Rab7 wt modul 107.0, Pf gamet viab -6.5, Avidin bead fluor 6, Rac1 wt GTP bind 102.0, ABCG2 block 5.3, Rac1 mut GTP 94.0, GSH bead fluor 19 and Cdc42 wt 98.0.
`Cc1ccc(-c2csc(=S)n2CC(=O)OCC(=O)NCc2ccc(F)cc2)cc1` gave Rab2 wt GTP 97.0, ABCB1 inh 1.1, HRas wt GTP bind 97.0, Rab7 wt modul 94.0, Avidin bead fluor 14, Rac1 wt GTP bind 96.0, ABCG2 block 4.2, Rac1 mut GTP 95.0, GSH bead fluor 14 and Cdc42 wt 99.0.
`CC(=O)c1c(C)[nH]c(C(=O)COC(=O)c2cccc(S(=O)(=O)N(C)c3ccccc3)c2)c1C` gave Rab2 wt GTP 99.0, ABCB1 inh 0.5, HRas wt GTP bind 103.0, Rab7 wt modul 104.0, Pf gamet viab 6.0, Avidin bead fluor 1, Rac1 wt GTP bind 108.0, ABCG2 block -3.1, Rac1 mut GTP 99.0, GSH bead fluor 7 and Cdc42 wt 103.0.
For C/C(CCc1ccccc1)=N\NC(=O)CCc1ccccc1 the results were Rab2 wt GTP 100.0, ABCB1 inh 0.1, HRas wt GTP bind 99.0, Rab7 wt modul 105.0, Avidin bead fluor 3, Rac1 wt GTP bind 102.0, ABCG2 block 1.1, Rac1 mut GTP 99.0, GSH bead fluor 9 and Cdc42 wt 100.0.
Screening CC(=O)NCCOc1ccc(C(=O)O)cc1 returned Rab2 wt GTP 102.0, ABCB1 inh 0.3, HRas wt GTP bind 100.0, Rab7 wt modul 95.0, Pf gamet viab 6.5, Avidin bead fluor 12, Rac1 wt GTP bind 95.0, ABCG2 block 1.1, Rac1 mut GTP 94.0, GSH bead fluor 16 and Cdc42 wt 97.0.
For COc1ccc(NC(=S)N(CCN2CCCCC2)Cc2ccco2)cc1 the results were Rab2 wt GTP 97.0, ABCB1 inh -0.5, HRas wt GTP bind 95.0, Rab7 wt modul 98.0, Pf gamet viab 13.2, Avidin bead fluor 13, Rac1 wt GTP bind 95.0, ABCG2 block -1.7, Rac1 mut GTP 94.0, GSH bead fluor 11 and Cdc42 wt 93.0.
Screening Cc1ccc2[nH]cc(CCCN3C(=O)c4ccccc4C3=O)c2c1 returned Rab2 wt GTP 100.0, ABCB1 inh 1.3, HRas wt GTP bind 101.0, Rab7 wt modul 100.0, Pf gamet viab 5.0, Avidin bead fluor 15, Rac1 wt GTP bind 102.0, ABCG2 block 20.7, Rac1 mut GTP 100.0, GSH bead fluor 20 and Cdc42 wt 100.0.
Screening c1ccc(-c2n[nH]c3ccccc23)cc1 returned Rab2 wt GTP 99.0, ABCB1 inh 0.3, HRas wt GTP bind 97.0, Rab7 wt modul 103.0, Avidin bead fluor 9, Rac1 wt GTP bind 98.0, ABCG2 block 2.9, Rac1 mut GTP 96.0, GSH bead fluor 17 and Cdc42 wt 99.0.
For c1cnc(N2CCN(Cc3ccc4c(c3)OCO4)CC2)nc1 the results were Rab2 wt GTP inconclusive, ABCB1 inh -0.1, HRas wt GTP bind inconclusive, Rab7 wt modul inconclusive, Avidin bead fluor 6&12, Rac1 wt GTP bind inconclusive, ABCG2 block -0.3&1.7, Rac1 mut GTP inconclusive, GSH bead fluor 68&21 and Cdc42 wt inconclusive.
CCOc1nc2ccccc2cc1C=O was read as Rab2 wt GTP 101.0, ABCB1 inh 0.6, HRas wt GTP bind 101.0, Rab7 wt modul 108.0, Pf gamet viab -6.7, Avidin bead fluor 9, Rac1 wt GTP bind 103.0, ABCG2 block 1.4, Rac1 mut GTP 97.0, GSH bead fluor 28 and Cdc42 wt 94.0.
`COc1ccc(/C=N/N=C(\N)c2nonc2N)cc1OC` gave Rab2 wt GTP 96.0, ABCB1 inh -0.1, HRas wt GTP bind 95.0, Rab7 wt modul 105.0, Pf gamet viab -23.7, Avidin bead fluor 16, Rac1 wt GTP bind 96.0, ABCG2 block 23.0, Rac1 mut GTP 94.0, GSH bead fluor 12 and Cdc42 wt 97.0.
`O=C(COc1ccccc1)OC(C(=O)c1ccccc1)c1ccccc1` (stereo not drawn) gave Rab2 wt GTP 99.0, ABCB1 inh -0.6, HRas wt GTP bind 97.0, Rab7 wt modul 98.0, Pf gamet viab -8.0, Avidin bead fluor 9, Rac1 wt GTP bind 101.0, ABCG2 block -5.7, Rac1 mut GTP 99.0, GSH bead fluor 12 and Cdc42 wt 101.0.
`COc1cc2c(cc1OC)C(C(=O)O)C(c1ccc(C)o1)N(C)C2=O` (stereo not drawn) gave Rab2 wt GTP 101.0, ABCB1 inh -0.2, HRas wt GTP bind 99.0, Rab7 wt modul 98.0, Avidin bead fluor 10, Rac1 wt GTP bind 103.0, ABCG2 block 0.7, Rac1 mut GTP 100.0, GSH bead fluor 43 and Cdc42 wt 101.0.
Screening Oc1c(Cl)cc(Cl)cc1C=Nc1ccccc1N1CCCC1 returned Rab2 wt GTP inconclusive, ABCB1 inh -1.3, HRas wt GTP bind inconclusive, Rab7 wt modul inconclusive, Avidin bead fluor 6, Rac1 wt GTP bind inconclusive, ABCG2 block -6.9, Rac1 mut GTP inconclusive, GSH bead fluor 7 and Cdc42 wt inconclusive.
For CCCc1nc(-c2ccccc2O)n(-c2ccccc2)n1 the results were Rab2 wt GTP 101.0, ABCB1 inh -2.9, HRas wt GTP bind 101.0, Rab7 wt modul 101.0, Avidin bead fluor 7, Rac1 wt GTP bind 104.0, ABCG2 block -3.1, Rac1 mut GTP 99.0, GSH bead fluor 28 and Cdc42 wt 101.0.
For C=CCCC(=O)Nc1nc(C)c(-c2csc(Nc3cc(OC)ccc3OC)n2)s1 the results were Rab2 wt GTP 98.0, ABCB1 inh -0.4, HRas wt GTP bind 99.0, Rab7 wt modul 98.0, Avidin bead fluor 27, Rac1 wt GTP bind 103.0, ABCG2 block -1.8, Rac1 mut GTP 100.0, GSH bead fluor 22 and Cdc42 wt 102.0.
